# Source: PubChem BioAssay (Sanford-Burnham Center for Chemical Genomics)
# 697 NFkB inh: inhibitors of PMA/ionomycin-induced NF-kB reporter, 697 cells, primary screen, B-cell NF-kB inhibitor project, cell-based, luminescence, uHTS; 697 B-cell NF-kB luciferase reporter, 16 h; 330,000 tested, 0.33% active; inhibition, % at 4 µM; AID 435022, 2010; in the data active = inhibition above about 35%
# Jurkat NFkB inh: inhibitors of induced NF-kB luciferase reporter, primary screen, TCR NF-kB activation inhibitor project, cell-based, luminescence, uHTS | Jurkat, PMA/ionomycin-induced NF-kB luciferase reporter | 330,000 tested, 0.53% active | inhibition, % at 4 µM | AID 435003, 2010; in the data active = inhibition above about 50%
# CCR6 antagonist: CCR6 receptor antagonists, primary screen, cell-based, CHO-K1, luminescence, beta-arrestin, uHTS; 340,000 tested, 0.49% active; C-C chemokine receptor type 6 (Homo sapiens), P51684; CHO-K1 CCR6 PathHunter beta-arrestin, CCL20-stimulated; inhibition, % at 20 µM;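 active = compounds whose inhibition of the agonist-driven luminescence signal at 20 µM reaches about 50%, limit read from the data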;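 note: cells stimulated with CCL20 at 14 nM final; plate controls were DMSO with CCL20 for no effect and DMSO without agonist for full effect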
# EBI2 block: EBI2 receptor antagonists, beta-arrestin recruitment, primary screen, cell-based, luminescence, 7a,25-OHC stimulation, uHTS; G-protein coupled receptor 183 (Homo sapiens), P32249; 7a,25-OHC stimulated; inhibition, % at 5 µM; 360,000 tested, 0.81% active; AID 651636, 2012; in the data active = inhibition above about 38%;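 note: enzyme fragment complementation signal reports receptor beta-arrestin coupling in cells; 0% = agonist plus DMSO wells and 100% = wells without agonist; some results beyond the cut were filed as inactive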
# Target sequence (P32249 whole entry, looked up, the tested form may be a part): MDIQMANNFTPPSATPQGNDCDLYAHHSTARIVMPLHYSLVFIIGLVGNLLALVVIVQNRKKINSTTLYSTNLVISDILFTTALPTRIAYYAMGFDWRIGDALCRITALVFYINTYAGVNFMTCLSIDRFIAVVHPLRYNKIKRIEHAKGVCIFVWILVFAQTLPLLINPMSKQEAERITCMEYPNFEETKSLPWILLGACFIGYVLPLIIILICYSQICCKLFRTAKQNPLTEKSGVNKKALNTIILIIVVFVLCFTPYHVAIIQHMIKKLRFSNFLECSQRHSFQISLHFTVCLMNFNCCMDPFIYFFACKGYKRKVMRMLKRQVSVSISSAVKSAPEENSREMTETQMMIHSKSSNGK
# UBC13 polyUb: UBC13 polyubiquitin chain formation inhibitors, primary screen, biochemical, TR-FRET, uHTS; inhibition, % at 20 µM; 330,000 tested, 0.47% active; Ubiquitin-conjugating enzyme E2 N (Homo sapiens), P61088; AID 485273, 2010; in the data active = inhibition above about 45%, passing the limit was not always enough
# Target sequence (P61088 whole entry, looked up): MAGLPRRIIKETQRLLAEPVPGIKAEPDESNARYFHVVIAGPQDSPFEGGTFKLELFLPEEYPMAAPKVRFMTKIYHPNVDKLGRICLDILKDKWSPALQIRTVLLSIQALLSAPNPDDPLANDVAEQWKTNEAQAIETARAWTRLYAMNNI
# CXCR6 inh: CXCR6 receptor inhibitors, primary screen, cell-based, beta-arrestin, luminescence, CHO-K1 PathHunter, 1536-well. C-X-C chemokine receptor type 6 (Homo sapiens), O00574. inhibition, % at 20 µM. 360,000 tested, 0.36% active. AID 602244, 2012; in the data active = inhibition above about 34%, passing the limit was not always enough;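 note: antagonist mode with CXCL16 agonist at 10 nM final; 0% = 10 nM CXCL16 with DMSO and 100% = unstimulated wells without agonist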
# APJ antagonist: antagonists of human apelin receptor APJ, primary screen, CHO-K1 cells, beta-arrestin complementation, luminescence. 330,000 tested, 0.32% active. P35414. AID 2521, 2010. inhibition, % at 20 µM;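 active = inhibition above about 40% at 20 µM, limit read from the data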;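 note: cells challenged with 10 nM apelin-13 agonist together with compound; plate controls were apelin-13 plus DMSO wells for no effect and DMSO wells lacking apelin-13 for full effect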
# Target sequence (P35414 whole entry, looked up): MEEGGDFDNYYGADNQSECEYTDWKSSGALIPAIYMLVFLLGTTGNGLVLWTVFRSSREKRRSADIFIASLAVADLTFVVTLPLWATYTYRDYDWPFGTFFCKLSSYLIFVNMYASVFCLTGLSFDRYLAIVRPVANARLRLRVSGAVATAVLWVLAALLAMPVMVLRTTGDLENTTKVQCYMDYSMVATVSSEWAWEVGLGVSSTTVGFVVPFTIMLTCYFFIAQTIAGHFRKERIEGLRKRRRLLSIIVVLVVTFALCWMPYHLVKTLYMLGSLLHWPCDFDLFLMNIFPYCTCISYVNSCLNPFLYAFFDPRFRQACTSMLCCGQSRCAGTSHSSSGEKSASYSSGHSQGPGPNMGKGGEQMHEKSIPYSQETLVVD
# Gli-Sufu block: Gli-Sufu pathway antagonists, primary screen, luciferase luminescence, Sufu-KO-LIGHT cells, uHTS; inhibition, % at 5 µM; 340,000 tested, 0.74% active; Sufu-KO-LIGHT fibroblasts, Gli luciferase reporter luminescence;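 active = inhibition above about 55%, limit read from the data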;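 note: 0% = DMSO-treated cells and 100% = wells with medium but no cells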
# * hit, by the source's call; · = not tested or not shown.
SMILES,697 NFkB inh,Jurkat NFkB inh,CCR6 antagonist,EBI2 block,UBC13 polyUb,CXCR6 inh,APJ antagonist,Gli-Sufu block
CCn1c2ccccc2c2cc(NC(=O)C(C)Oc3ccccc3)ccc21 (stereo unspecified),24,24,11,15,2,-4,5,6
O=C(NC(=S)NC1CCCCC1)c1ccc(F)cc1,-101,-39,11,10,-4,6,-5,-63
CCCCCCn1cnc2c(c1=O)c1nc3ccccc3nc1n2/N=C/c1ccco1,·,·,-2,7,·,11,·,6
Cc1ccc(S(=O)(=O)N2CCN(C(=O)CN3C(=O)CNC3=O)CC2)cc1,25,8,4,-20,-4,5,2,3
COc1ccc(S(=O)(=O)N2CCC3CC2c2cc(N4CCOCC4)ccc23)cc1 (stereo unspecified),·,·,4,0,·,-2,·,-9
CC(=O)N=Nc1[nH]c(N)c2ccccc12,14,12,7,-5,-3,5,-1,22
CCC/C(O)=C1\C(=O)CC(C)(C)CC1=NCc1ccccc1,1,10,7,-7,7,-1,1,4
O=C(Cc1ccccc1)NCC(=O)Nc1cc(Cl)ccc1Cl,10,3,-12,-4,6,-7,10,17
CC(C)(C)c1ccc(-c2nnc(SCC(=O)c3ccc4c(c3)OCCO4)o2)cc1,-3,4,6,-12,6,16,-5,-4
CNc1c(NS(=O)(=O)c2ccc(OC)cc2)c(=O)oc2ccccc12,5,16,13,-8,2,1,27,-2
CCOC(=O)c1cc(-c2ccccc2)n(CCC(=O)O)c1C,-2,-9,0,0,0,5,9,-6
O=C(CCc1nc2ccccc2s1)OCc1ccccc1F,0,6,0,4,10,-4,10,1
CCOc1ccc(CNC(=O)c2ccc3nc(N4CCOCC4)sc3c2)cc1,-9,-4,3,6,5,2,-5,3
O=C1CN(C(=O)c2ccccc2)C(c2ccccc2)c2cc(Cl)ccc2N1 (stereo unspecified),-35,-48,2,12,-9,1,-9,-10
O=C(c1ccccc1F)N(Cc1ccccc1)Cc1ccccc1,-28,-23,7,1,-6,14,-7,4
N#C/C(=C/c1ccc(N2CCCCCC2)o1)c1ccc(Cl)cc1,-12,17,42,42*,-296,24,31,-30
O=C(CCCN1C(=O)C(c2ccccc2)Oc2cccnc21)Nc1cccc(F)c1 (stereo unspecified),-1,6,24,9,4,9,-5,2
Cn1ccc(=NC=C(C#N)C#N)c2ccccc21,5,4,7,-2,-5,5,-17,6
Cc1ccc(NC(=O)CSc2nnc(CNC(=O)c3cccs3)o2)cc1,2,18,-2,1,-1,-7,9,-9
Clc1ccc(-c2nnc(-c3ccccc3)o2)cn1,·,·,6,-1,·,-5,·,-36
CCC(NS(=O)(=O)c1ccc2c(c1)NC(=O)C(C)C(=O)N2)c1cccs1 (stereo unspecified),13,13,13,1,4,-3,-2,41
COC(=O)Nc1nnc(-c2ccncc2)s1,2,-8,2,5,6,-4,-21,-5
CC(=O)Nc1ccc(Nc2cc(C)nc3c(-c4ccc(Cl)cc4)c(C)nn23)cc1,2,-5,0,46*,25,-1,17,-3
COc1ccc(-n2c(=S)[nH]c3ccccc32)cc1,-13,-15,0,3,-4,-4,-5,-3
CCN1CCCC1CNC(=O)Cn1cccc1C(=O)c1ccccc1C (stereo unspecified),10,-3,4,-5,3,9,9,4
CCOc1ccc(NC(=S)N(CCc2c(C)[nH]c3ccc(C)cc23)Cc2cccnc2)cc1,-14,-10,-2,24,-1,9,3,0
CC1CCCCC12NC(=O)N(CC(=O)N1CCN(S(=O)(=O)/C=C/c3ccccc3)CC1)C2=O (stereo unspecified),15,-3,14,-9,-13,2,-1,5
CC(C)c1ccc(-c2nc(N3CCCCCC3)nc3n[nH]c(N)c23)cc1,0,4,3,27,-4,0,-2,-17
O=C(CSc1nnc2ccc(-c3cccnc3)nn12)Nc1ccccc1,17,-15,4,-5,-7,-2,-6,-6
O=C(OCC#CCSc1nnc(-c2ccc([N+](=O)[O-])cc2)o1)c1cccs1,21,6,0,-14,4,-8,10,-3
COc1ccc(F)c(C2C(C#N)=C(N)Oc3n[nH]c(C(C)(C)C)c32)c1 (stereo unspecified),0,-16,3,3,10,2,-14,10
Oc1[nH]c2ccccc2c1N=Nc1ccccc1Cl,·,·,6,9,·,4,·,-29
Cn1ccc(=S)c2ccccc21,13,0,6,-13,0,2,23,2
O=C(COc1ccc(Cl)cc1Cl)Nc1nc2n(n1)C(c1ccccc1)CC(=O)N2 (stereo unspecified),12,5,9,10,0,2,13,11
Cc1cccc(N2CCN(C(=O)[C@H](C)N3C(=O)C4CC=CCC4C3=O)CC2)c1C (stereo partly specified),2,-6,-2,6,-3,-1,11,4
O=C(/C=C/c1ccc(Cl)cc1Cl)NC(=S)Nc1ccc(CN2CCOCC2)cc1,-79,-12,10,18,-17,0,7,2

# Retrieved by structure from above, 6 records:
SMILES,697 NFkB inh,Jurkat NFkB inh,CCR6 antagonist,EBI2 block,UBC13 polyUb,CXCR6 inh,APJ antagonist,Gli-Sufu block
COc1ccc(S(=O)(=O)N2CCC3CC2c2cc(N4CCOCC4)ccc23)cc1 (stereo unspecified),·,·,4,0,·,-2,·,-9
Cc1cccc(N2CCN(C(=O)[C@H](C)N3C(=O)C4CC=CCC4C3=O)CC2)c1C (stereo partly specified),2,-6,-2,6,-3,-1,11,4
CCC/C(O)=C1\C(=O)CC(C)(C)CC1=NCc1ccccc1,1,10,7,-7,7,-1,1,4
O=C(COc1ccc(Cl)cc1Cl)Nc1nc2n(n1)C(c1ccccc1)CC(=O)N2 (stereo unspecified),12,5,9,10,0,2,13,11
CC(=O)N=Nc1[nH]c(N)c2ccccc12,14,12,7,-5,-3,5,-1,22
Cn1ccc(=S)c2ccccc21,13,0,6,-13,0,2,23,2

# Carrying on:
SMILES,697 NFkB inh,Jurkat NFkB inh,CCR6 antagonist,EBI2 block,UBC13 polyUb,CXCR6 inh,APJ antagonist,Gli-Sufu block
CCn1cc(/C=C(\NC(=O)c2cc(OC)c(OC)c(OC)c2)C(=O)N2CCN(C)CC2)c2ccccc21,8,6,8,1,-6,-1,25,19
O=C1CC(c2ccc(F)cc2)CC(O)=C1C1NCCc2ccccc21 (stereo unspecified),7,7,10,-8,5,-10,8,-92
Cc1ccccc1NC(=O)C1CCCN1S(=O)(=O)c1ccccc1C(F)(F)F (stereo unspecified),11,8,-10,-2,0,1,-1,-1
CCOc1ccc(S(=O)(=O)N2CCC(C(=O)NCCc3ccc(OC)c(OC)c3)CC2)cc1,6,10,7,-1,-8,-1,-15,4
Cc1cc(C)nc(NS(=O)(=O)c2ccc(N/C=C3\CCCC3=O)cc2)n1,-13,1,-2,-4,-17,0,3,4
CN(C)c1ccc(C(=S)N2CCCCC2)cc1Br,-9,-22,10,-5,10,5,-11,4
COc1cccc(C(=O)CN2CCC(NC(=O)NC3CCCCC3)CC2)c1,0,-4,-4,0,0,1,1,-2
C=C(C)CSc1nnc2n(N)c(=O)c3ccccc3n12,-42,-16,7,-11,-4,-5,-10,-17
COC(=O)Cn1nnc2c(cnn2-c2ccccc2)c1=O,-2,-13,9,-14,-22,-9,2,28
C=CCN1C=CC=C/C1=C1\SC(=S)N(C)C1=O,11,-4,9,-1,-23,7,5,-6
C/C(=N\NC(=O)c1cc(Br)ccc1O)c1cccs1,-84,-59,3,4,-4,3,0,-60
COc1ccccc1-c1nnc(SCC(=O)Nc2c(Cl)cccc2Cl)o1,19,6,-12,-10,-11,2,10,2
O=C(CSc1nc2ccccc2c(=O)n1-c1cccc(C(F)(F)F)c1)NC1CC1,-10,-20,6,0,-5,-2,7,8
CN(CC(=O)Nc1ccc(Cl)c(S(=O)(=O)N(C)C)c1)Cc1ccccc1,-41,-36,5,-9,-6,3,-29,12
CCOC(=S)N/C(=N\S(=O)(=O)c1ccccc1)c1ccccc1,8,-7,13,2,-7,2,-1,2
CC1=Nc2ccccc2N=C(NC(=O)CSC(=S)N2CCN(C)CC2)C1c1ccccc1 (stereo unspecified),-1,4,3,-7,-5,4,17,10
CCCNC(=O)c1n[nH]c(=O)c2ccccc12,28,-5,6,-5,2,-6,7,0
COc1ccc(N2CC(C(=O)N3CCN(S(=O)(=O)c4ccc(F)c(F)c4)CC3)CC2=O)c(OC)c1 (stereo unspecified),·,·,1,-1,·,2,·,2
CCCCn1nc(C(=O)Nc2ccc(S(=O)(=O)Nc3ncccn3)cc2)c2ccccc2c1=O,19,0,-2,-20,7,0,19,-6
CC(=O)COc1ccc2c3c(c(=O)oc2c1)CCCC3,9,-17,-14,2,14,11,2,-14
O=C(CCCc1cccs1)Nc1nccs1,7,-14,6,-2,-7,-3,9,-12
Cc1cc(Cl)ccc1OCC(=O)NCCCCc1ccccc1,12,6,18,14,22,-3,13,-9
NC(=O)NC(=O)CSc1nc(-c2ccccc2)c(-c2ccccc2)n1CC1CCCO1 (stereo unspecified),15,1,7,-8,2,11,7,13
c1cn2cc(CN3CCOCC3)nc2s1,5,4,-5,-8,1,1,0,0
CCCC(C)n1[nH]c(=O)cc1N (stereo unspecified),-13,-4,-7,2,0,6,3,1
O=C(COC(=O)c1ccco1)Nc1ccc(Br)cc1,14,-9,-5,-1,-2,-3,4,-5
CCn1c(-c2nn(C)cc2Cl)n[nH]c1=S,1,11,-19,-5,-2,-3,0,-4
CN1CCN(S(=O)(=O)c2ccc(NC(=O)c3ccc(F)cc3Cl)cc2)CC1,-7,-9,6,-4,-6,-16,-10,-6
COc1ccccc1NC(=S)NCc1ccccc1Cl,-13,-2,3,-8,2,5,1,-16
CCCS(=O)(=O)N1CCCC(C(=O)N2CCC(Cc3ccccc3)CC2)C1 (stereo unspecified),16,-8,13,7,-1,2,5,9
COc1ccccc1N1CCN(S(=O)(=O)CCNC(=O)C2CC(=O)N(c3ccccc3)C2)CC1 (stereo unspecified),-3,-7,12,5,3,-5,-6,14
O=C(N/N=C/c1ccc([N+](=O)[O-])o1)C1CCCC1,-3,5,-5,-23,-8,-13,-55,21
Cc1ccnc(NS(=O)(=O)c2ccc(N3C(=O)c4c(Cl)c(Cl)c(Cl)c(Cl)c4C3=O)cc2)n1,12,3,-1,-10,8,2,6,4
CC(=O)c1nc2ccccc2n1CCc1ccccc1,-12,-6,11,3,7,-10,8,0
N#Cc1cccc(NC(=O)COC(=O)c2cc(S(=O)(=O)Nc3ccccc3Cl)ccc2O)c1,1,6,15,4,7,1,8,4
O=C(COc1ccccc1)OC(C(=O)c1ccccc1)c1ccccc1 (stereo unspecified),-14,26,17,-1,-3,7,9,-4
Cc1ccc(C)c(OCC(O)CN2CCCCC2C)c1 (stereo unspecified),13,-7,-12,-5,12,0,1,3
CCCn1nc(NC(=O)COC)c2cc3cccc(C)c3nc21,11,-7,-12,-14,13,-1,-7,-6
Cc1ccc(N2CCN(C(=O)CNS(=O)(=O)c3ccc(Br)s3)CC2C)cc1 (stereo unspecified),-39,-16,9,-3,-2,-14,9,12
CC(C)(C)Cc1nnc(NC(=O)CN2C(=O)c3ccccc3C2=O)s1,8,0,-2,-6,0,2,-15,-2
Cc1nnc(SCCN2CCOCC2)c2nn(-c3ccccc3F)c(C)c12,·,·,9,1,·,-10,·,3
O=C(Nc1ccccc1)Nc1nnc(-c2ccccc2)o1,-19,-3,-5,1,-9,1,3,-8
CCOC(=O)c1cccc(NC(=O)N2CCOCC2)c1,1,6,0,4,16,2,0,37
C=CCOC(=O)c1[nH]c2c(c1C)C(=O)CC(c1cc(OC)c(OC)c(OC)c1)C2 (stereo unspecified),12,38,1,-9,5,-3,-74,51
COc1ccc(OC)c(Nc2nc(N)c([N+](=O)[O-])c(N3CCOCC3)n2)c1,4,-1,-2,-1,-5,4,-6,1
